Screens deposited in PubChem BioAssay by several laboratories.
RBBP9 inhibitor = inhibitors of human serine hydrolase RBBP9. O75884. recombinant RBBP9, FP-Rh probe fluorescence polarization. inhibition, % at 7.94 µM. hit rate 0.2% among 220,000. AID 1515;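 active = inhibition above the campaign mean of all tested compounds plus 3 SD, cut at about 14% in these data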;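 also: plate controls were DMSO wells with RBBP9 for no effect and wells lacking RBBP9 protein for full effect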
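Test system: recombinant human RBBP9; Timing: 30 min then 45 min, 25 °C; Detection: fluorescence polarization; Control set: RBBP9 with DMSO as uninhibited control, no-protein wells as full inhibition; Compound dosing: one concentration, 7.94 µM nominal, 0.794% DMSO; Probe or stimulus: FP-Rh activity-based probe, 375 nM before mixing.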
TNF necrop inh = TNF-alpha cell death inhibition in Jurkat FADD-/- cells | Jurkat FADD-/- TNF necroptosis rescue, ATP luminescence, 24 h; 0 = TNF only, 100 = no-TNF cells | activation (protection from cell death), % at 10 µM | hit rate 0.068% among 220,000;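 active = activation, meaning protection from cell death, of at least 50% relative to plate controls; inactive = activation below 50%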;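 also: necroptosis triggered by 40 ng/mL TNF-alpha added together with compound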
Wee1 stabilizer = blocks degradation of human Wee1 kinase. AID 1321. HeLa Luc-Wee1K328M stability, luciferase luminescence; 100% = proteasome inhibitor MG132 effect. reporter increase, % at 5 µM. hit rate 1.2% among 220,000;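 active = activation above the mean of all tested compounds plus 3 SD, set per screening run, cut at about 8.8% in these data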;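 also: cells exposed to compound for 20 h before luminescence read; 0% = DMSO alone and 100% = MG132 at 30 µM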
TRPN1 ag = agonists of zebrafish TRPN1 channel; HEK293 zebrafish TRPN1-YFP, Fluo-8 calcium fluorescence; 100% = response to 87 µM carbachol; activation, % at 3 µM; hit rate 0.18% among 220,000;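 active = activation above its plate's cutoff, the mean activation of test wells on that plate plus 3 SD, cut at about 19% in these data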;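 also: 0% = DMSO alone and 100% = 87 µM carbachol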
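System: zebrafish TRPN1-YFP in HEK293 cells / Dosing: 3 µM single point / Timing: dye loading 1 h at 37 °C, then 30 min room temperature / Signal: Fluo-8 calcium fluorescence, excitation 470-495 nm, emission 515-575 nm / Read-out basis: percent activation from peak over basal fluorescence ratio, control-normalized / Control set: high carbachol 87 µM, low DMSO alone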
CHOP inh = inhibitors of CHOP induction in ER stress response | AID 2732 | hit rate 3.8% among 220,000 | inhibition, % at 10 µM | CHO-K1 CHOP-promoter luciferase, tunicamycin-induced, 15-18 h;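 active = compounds that reduced the stress-induced luciferase reporter signal by more than about 70% of percent inhibition, limit read from the data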;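 also: 0% = tunicamycin plus vehicle and 100% = wells without tunicamycin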
BaF3 tox = parental Ba/F3 viability inhibition as JAK2V617F counter-screen | CellTiter-Glo ATP luminescence | inhibition, % at 5.6 µM | hit rate 1.1% among 220,000;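 active = inhibition above a per-campaign cutoff, the mean inhibition of all tested compounds plus 3 SD, cut at about 27% in these data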;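 also: 0% = DMSO wells and 100% = JAK Inhibitor I control wells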
PPC-1+TRAIL kill = compounds killing PPC-1 cancer cells with TRAIL present (potentiator screen, no TRAIL-free arm) | cell killing (% activity), % at 4 µM | AID 1443 | hit rate 0.41% among 220,000 | PPC-1 cells + TRAIL, ATPLite viability luminescence;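 active = cell killing above 50% in the first pass at 4 µM, then a duplicate retest at 5 µM averaging 50% or more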;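 also: plate controls were cells with TRAIL plus DMSO for no effect and medium-only wells lacking cells for full effect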
Ba/F3 V617F tox = loss of viability in JAK2V617F-driven Ba/F3 cells; hit rate 1.1% among 220,000; AID 1446; Ba/F3 EpoR-JAK2V617F viability, ATP luminescence; inhibition, % at 5.6 µM;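 active = inhibition above the campaign mean plus 3 SD over all tested compounds, cut at about 24% in these data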;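 also: cytokine-independent growth of Ba/F3 cells driven by EpoR plus mutant JAK2; 0% = DMSO-treated cells and 100% = JAK inhibitor I control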
TRPML3 agonist = agonists of human TRPML3 channel; AID 1448; hit rate 0.29% among 220,000; HEK293 TRPML3-YFP, Fluo-8 calcium fluorescence; 100% = the carbachol control signal; activation, % at 3 µM;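 active = activation above its plate's cutoff, the mean activation of the plate's test wells plus 3 SD, cut at about 12% in these data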;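 also: 0% = DMSO only wells and 100% = carbachol wells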
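Test system: HEK293 cells stably carrying human TRPML3-YFP; Doses: single dose, 3 µM final nominal compound, 0.3% DMSO final; Schedule: dye loading 1 h 37 °C then 30 min ambient, 125 s read; Technique: Fluo-8 calcium fluorescence; Benchmarks: high control carbachol 87 µM, low control DMSO.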
An asterisk follows results filed as active; x = no result given; & = joins results of further samples.

The opening seven records as a preview:
SMILES	RBBP9 inhibitor	TNF necrop inh	Wee1 stabilizer	TRPN1 ag	CHOP inh	BaF3 tox	PPC-1+TRAIL kill	Ba/F3 V617F tox	TRPML3 agonist
c1ccc(-c2cc(-c3nn4c(-c5ccco5)nnc4s3)c3ccccc3n2)cc1	-13	-6.9	5	1.3	6	6	14	-2	0.1
CCOc1ccc(-c2cc(CCCC(=O)NCCc3ccc(OC)c(OC)c3OC)no2)cc1	9	-1.1	8	-1.1	65	6	17	-6	-0.9
CN(C)S(=O)(=O)c1ccc(NC(=O)CN2CCOCC2)cc1	2	-0.9	4	-0.8	2	-11	5	-2	0.9
COc1ccc(NC(=O)CSc2nnc(NC(=O)c3ccccc3C(=O)O)s2)cc1	-8	-1.0	-3	0.1	-3	8	11	1	-0.3
COc1ccc(N2CCN(C(=S)NC(=O)c3cccs3)CC2)c([N+](=O)[O-])c1	-1	-1.0	0	-0.8	5	6	5	-1	0.3
Cc1ccc(-c2nc(C(=O)O)cs2)cc1	-3	-0.6	-2	0.6	-18	9	x	3	0.5
CSc1nc(C)c2c(n1)N(c1ccc(F)cc1)CC2	-5	-4.2	-1	0.8	36	16	-2	-2	-0.2

Main list, from the first entry:
SMILES	RBBP9 inhibitor	TNF necrop inh	Wee1 stabilizer	TRPN1 ag	CHOP inh	BaF3 tox	PPC-1+TRAIL kill	Ba/F3 V617F tox	TRPML3 agonist
c1ccc(-c2cc(-c3nn4c(-c5ccco5)nnc4s3)c3ccccc3n2)cc1	-13	-6.9	5	1.3	6	6	14	-2	0.1
CCOc1ccc(-c2cc(CCCC(=O)NCCc3ccc(OC)c(OC)c3OC)no2)cc1	9	-1.1	8	-1.1	65	6	17	-6	-0.9
CN(C)S(=O)(=O)c1ccc(NC(=O)CN2CCOCC2)cc1	2	-0.9	4	-0.8	2	-11	5	-2	0.9
COc1ccc(NC(=O)CSc2nnc(NC(=O)c3ccccc3C(=O)O)s2)cc1	-8	-1.0	-3	0.1	-3	8	11	1	-0.3
COc1ccc(N2CCN(C(=S)NC(=O)c3cccs3)CC2)c([N+](=O)[O-])c1	-1	-1.0	0	-0.8	5	6	5	-1	0.3
Cc1ccc(-c2nc(C(=O)O)cs2)cc1	-3	-0.6	-2	0.6	-18	9	x	3	0.5
CSc1nc(C)c2c(n1)N(c1ccc(F)cc1)CC2	-5	-4.2	-1	0.8	36	16	-2	-2	-0.2
CN(C)S(=O)(=O)c1ccc(-c2csnn2)s1	-7	0.2	1	0.3	1	5	19	2	0.2
COCCN1CCC(CNCc2cn(-c3cc(C)ccc3C)nc2-c2ccccc2)C1 (centres undefined)	-4	2.7	-3	2.1	31	13	26	7	1.0
COc1ccc(OC)c(NC(=O)CCN2CCN(c3ccccc3)CC2)c1	4	4.7	-1	-1.4	19	4	23	-2	-0.8
C=CCn1c(C(C)NC(=O)C(C)(C)C)nc2ccccc21 (centres undefined)	-6	0.7	4	-0.6	21	3	28	-2	0.7
O=C(Nc1cccc2ccccc12)/C(=C/c1cccc([N+](=O)[O-])c1)NC(=O)c1cccs1	-15	-0.6	1	-0.5	-14	-1	-4	-3	-1.1
COc1ccc(/C=C/C(=O)Nc2ccc(C(N)=O)cc2)cc1OC	5	1.3	0	0.7	4	1	17	0	1.0
Cc1cc(C(=O)COc2cccc3cccnc23)c(C)n1C	3	-1.4	3	1.8	4	2	19	-1	0.8
CCn1cnc2c1c(=O)n(CC(=O)N1CCc3ccccc31)c(=O)n2Cc1ccccc1	-2	-7.7	-3	-0.2	23	1	13	-4	0.5
CCN(CC(=O)Nc1cc(OC)ccc1OC)Cc1nc2ccccc2c(=O)[nH]1	-4	2.2	-2	-0.7	-12	2	3	1	0.9
Cc1cc(C)n2nc(C(=O)Nc3ccc(S(=O)(=O)N(C)C)cc3)nc2n1	2	-0.4	0	-2.1	11	-4	4	-2	1.2
COc1ccc(N(CC(=O)NCc2ccc3c(c2)OCO3)S(=O)(=O)c2c(C)nn(C)c2C)cc1	-6	-1.9	-2	0.6	20	4	28	1	0.5
CC1(C)CC(=O)C2=C(C1)NC(=O)CC2c1cc2c(cc1Br)OCO2 (centres undefined)	0	-5.2	-1	-0.3	25	4	18	-1	0.0
COc1ccc(C(=O)Nc2ccccc2C(=O)N(Cc2ccco2)C(C(N)=O)C(C)C)cc1 (centres undefined)	-1	-2.8	-2	-0.1	-45	9	3	1	0.0
COc1ccc(C2c3c(oc4ccccc4c3=O)C(=O)N2Cc2ccncc2)cc1OC (centres undefined)	-6	-0.8	1	-0.5	x	3	x	1	0.2
CC(=O)N(c1cccc(C(F)(F)F)c1)c1nc(/C=C/C(=O)O)cs1	4	2.8	-2	1.1	-7	-5	14	-3	0.8
Nc1ccc(Sc2ccccc2CC(=O)O)cc1	1	-1.4	-1	0.3	3	6	18	4	0.0
O=C(CSc1nnc(-c2ccccc2)n1-c1ccccc1)c1ccc[nH]1	-5	0.2	0	0.5	-9	0	9	4	0.5
CCO[C@@H]1OC(C(=O)Nc2ccccc2)=C[C@H](c2ccc3c(c2)OCO3)[C@H]1CCCO	-11	4.5	-1	1.1	2	3	-14	-2	1.2
CN(C)S(=O)(=O)c1cc(NC(=O)COC(=O)Cc2ccc(Br)cc2)ccc1Cl	-6	1.0	-1	2.6	16	6	5	3	1.6
Cc1oc2ccc(OC(=O)N3CCOCC3)cc2c1C(=O)OC(C)C	-5	1.5	-2	0.1	8	-1	12	-4	0.4
CCOC(=O)CN(C(=O)CSc1nnc2c(n1)[nH]c1ccc(OC)cc12)c1ccc(F)cc1	-4	-12	2	0.9	59	3	-9	0	0.5
O=S(=O)(Nc1ccc2c(c1)nc1n2CCN(Cc2ccccc2)C1)c1ccc(F)cc1	-7	-9.2	0	3.9	42	9	6	-1	1.6
COc1ccc(CN2CCSCC2)cc1C	-3	2.2	0	-0.6	36	2	-5	-3	0.7

2 entries drawn at random from the list so far, as already listed:
SMILES	RBBP9 inhibitor	TNF necrop inh	Wee1 stabilizer	TRPN1 ag	CHOP inh	BaF3 tox	PPC-1+TRAIL kill	Ba/F3 V617F tox	TRPML3 agonist
COc1ccc(C2c3c(oc4ccccc4c3=O)C(=O)N2Cc2ccncc2)cc1OC (centres undefined)	-6	-0.8	1	-0.5	x	3	x	1	0.2
Cc1oc2ccc(OC(=O)N3CCOCC3)cc2c1C(=O)OC(C)C	-5	1.5	-2	0.1	8	-1	12	-4	0.4

Other structures follow.
SMILES	RBBP9 inhibitor	TNF necrop inh	Wee1 stabilizer	TRPN1 ag	CHOP inh	BaF3 tox	PPC-1+TRAIL kill	Ba/F3 V617F tox	TRPML3 agonist
CN1CCN(C2=Nc3cc(Cl)ccc3Nc3ccccc32)CC1	-7	0.2	2	0.2	32&-18	5	-2	-1	0.9
CC1(C)COC(c2cccc(C3=NC(C)(C)CO3)n2)=N1	5	-0.5	-2	1.1	4	2	9	-2	1.2
Cc1ccccc1CSc1nnc(NC(=O)C2COc3ccccc3O2)s1 (centres undefined)	-1	-2.5	-2	0.0	24	-3	22	2	-0.6
COc1ccc(NC(=O)NC(C(F)(F)F)C(F)(F)F)cc1	0	2.0	3	4.2	50	3	-2	0	1.8
COCCCNC(=O)Cn1cc(C(C)=O)c2ccccc21	0	-1.3	-2	0.4	-25	0	-4	-3	0.4
O=C(CSc1ccc2nnc(-c3ccccn3)n2n1)NCC1CCCO1 (centres undefined)	-5	0.4	1	2.1	1	6	10	-1	0.5
O=C(CN1C(=O)NC2(CCCC2)C1=O)Nc1nc(-c2ccc(F)cc2)cs1	-8	-2.3	0	3.4	60	7	27	4	1.6
CCN(CCCNS(=O)(=O)c1ccc2c(c1)CCN2C(C)=O)c1cccc(C)c1	-3	-2.1	8	0.8	48	4	22	1	0.0
COc1ccc(-c2c(C(F)(F)F)oc3cc(OCC(=O)Nc4ccccc4C(F)(F)F)ccc3c2=O)cc1OC	1	0.1	0	1.5	91*	7	15	-1	1.1
O=C(NC1CC1)C1CCN(C2CCN(C(=O)CCOc3ccccc3)CC2)CC1	-6	-1.1	-2	4.5	3	8	-2	4	0.3
OCC1CCCN1C(=S)Nc1ccccc1 (centres undefined)	3	-1.6	1	0.1	39	1	21	-4	0.4
O=C(NCc1nc2ccccc2[nH]1)C1=C[C@@H](c2ccccc2)C[C@@H](OCCCCO)O1	-13	3.0	-2	0.2	0	5	17	1	-0.4
CC(C)(C)OC(=O)N1CCNc2ccccc2C1	2	12	-3	0.7	-17	5	-8	2	0.8
NC(=O)N[C@@H](Cc1c[nH]c2ccccc12)C(=O)OCC(=O)N1CCCCC1	-9	0.3	-4	0.1	7	4	21	2	0.7
Cc1cc(NC(=O)CSc2ccc3ccccc3c2)no1	4	-0.2	0	-0.3	2	3	14	-2	0.5
O=C(NN=C1CCCC1)c1ccc([N+](=O)[O-])cc1	-5	0.7	-2	1.2	-4	4	-5	0	1.0
O=C(NC12CC3CC(CC(C3)C1)C2)c1ccccc1O	-5	0.8	0	-1.4	77*	5	19	0	-0.9
O=C(COc1ccccc1)N1CCN(c2ncccn2)CC1	-9	-0.2	1	1.4	13	5	12	0	0.8
Cc1ccc(/C=N/n2c(-c3cccnc3)n[nH]c2=S)s1	-3	1.7	-2	-1.4	-1	4	26	-1	0.0
CCOC(=O)C(C#N)C(c1cccnc1)c1c(C)[nH][nH]c1=O (centres undefined)	-7	-1.2	-1	-1.1	31	2	17	-3	0.5
COc1ccc(N2C(=O)CSC2c2cccs2)cc1 (centres undefined)	-8	3.7	-2	-0.4	10	2	6	-5	-0.2
O=C(O)CCN1C(=O)C2C3CC(C2C1=O)C1C(c2ccccc2)c2sc(=O)[nH]c2SC31 (centres undefined)	-4	0.8	2	0.6	6	10	0	5	0.8
Cc1c(C2C(C#N)=C(N)OC3=C2C(=O)CCC3)cnn1C (centres undefined)	-4	1.0	-5	-0.4	0	4	23	-1	0.3
COc1cc(OC)cc(C(=O)OCn2nnc3ccccc3c2=O)c1	0	0.5	1	2.3	61	8	26	3	-0.1
Cc1ccc(NS(=O)(=O)c2ccc(Br)cc2)nc1	-2	0.0	4	-1.4	3	8	8	2	-0.3
COc1ccc(CCNC(=O)CSc2c[nH]c3ccccc23)cc1OC	-9	-1.1	-2	0.0	16	5	22	0	0.5
Cc1ccc(SCCC(=O)N/N=C/c2cccnc2)cc1	-4	-0.5	-4	2.0	38	10	13	0	1.9
CCCCN(CCCC)S(=O)(=O)c1ccc(SCC(=O)OCC)c([N+](=O)[O-])c1	-9	1.2	-1	-1.4	25	2	-6	-6	-0.3
